Source: PubChem BioAssay (NMMLSC)
Bcl-2 Bim block: inhibitors of Bim-Bcl-2 interaction, human; AID 950; Bead-based flow cytometry, Bim peptide-Bcl-2 binding; inhibition, % at 10 µM; 190,000 tested, 0.06% active; in the data active = inhibition above about 40%; inconclusive = no clear call, values can overlap the other calls;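 also: 0% = no compound wells with probe peptide and 100% = reference peptide inhibitor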
Target sequence (P10415 whole entry, looked up): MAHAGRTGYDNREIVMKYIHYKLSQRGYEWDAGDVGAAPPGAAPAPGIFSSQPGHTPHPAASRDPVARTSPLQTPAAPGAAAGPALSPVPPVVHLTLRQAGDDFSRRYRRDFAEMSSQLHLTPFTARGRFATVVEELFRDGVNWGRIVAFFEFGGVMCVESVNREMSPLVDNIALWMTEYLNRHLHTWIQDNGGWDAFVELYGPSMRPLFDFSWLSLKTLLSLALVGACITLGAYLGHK
ABCB1 block: human ABCB1 inhibition, ABCG2 as counter-screen. P08183. CCRF-Adr cells, JC-1 efflux, flow cytometry. 190,000 tested, 0.067% active. inhibition, % at 6.6 µM. AID 1326; in the data active = inhibition above about 40%;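 also: 0% = vehicle and 100% = reference inhibitor; higher value means more JC-1 retained so stronger ABCB1 efflux block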
Bcl-XL Bim block: inhibitors of Bim-Bcl-XL interaction, human. Bim peptide-Bcl-XL binding, bead flow cytometry, fluorescence. inhibition, % at 10 µM. 190,000 tested, 0.04% active
Bim-Bcl-B: inhibitors of Bim-Bcl-B interaction, human; inhibition, % at 10 µM; 190,000 tested, 0.073% active; bead-based flow cytometry, Bim peptide-Bcl-B binding; AID 951;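 also: 0% = tracer peptide without compound and 100% = reference inhibitor peptide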
RGS8-Gao: human RGS8-Galphao interaction regulation. P09471. multiplexed bead flow cytometry, RGS8-Galphao binding; actives lie on both sides. response (percent of control binding), % at 10 µM. 220,000 tested, 0.34% active. AID 1423; in the data active = response below about 60% or above about 140%; inactive = in between;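 also: Galphao activated as the GDP aluminium fluoride complex binding bead-coupled RGS8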
Target sequence (P09471 whole entry, looked up): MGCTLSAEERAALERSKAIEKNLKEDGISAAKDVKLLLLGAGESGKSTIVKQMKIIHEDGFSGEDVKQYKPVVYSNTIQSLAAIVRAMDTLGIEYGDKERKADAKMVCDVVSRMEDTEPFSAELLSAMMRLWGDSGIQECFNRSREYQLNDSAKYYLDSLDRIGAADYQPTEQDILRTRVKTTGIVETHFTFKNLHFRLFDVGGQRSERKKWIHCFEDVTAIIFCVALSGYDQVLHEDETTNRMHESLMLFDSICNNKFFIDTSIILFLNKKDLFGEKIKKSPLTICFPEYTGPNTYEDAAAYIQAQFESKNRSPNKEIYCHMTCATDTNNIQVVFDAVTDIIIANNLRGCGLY
RGS7-Gao reg: regulators of human RGS7-Galphao interaction; P09471; binding response (% of control), % at 10 µM; Multiplexed bead flow cytometry, RGS7-Galphao binding; actives lie on both sides; 220,000 tested, 0.35% active; in the data active = binding response below about 49% or above about 150%; inconclusive = no clear call, values can overlap the other calls; inactive = in between;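 also: fluorescent Galphao held in activated GDP-AlF4 state binding bead-coupled RGS7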
GSH fluor: compound fluoresces at 488/530 nm on GSH beads; GSH beads flow cytometry, compound fluorescence 488/530 nm; hits give high values; fluorescence (KMESF) at 10 µM; 190,000 tested, 0.25% active; AID 1776; in the data active = fluorescence above about 89;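 also: glutathione beads carrying GST-tagged Bcl family fusion proteins plus one bare bead set; values are compound well signal with DMSO vehicle wells as background; inactives centre near 16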
ABCG2 block: human ABCG2 inhibition, ABCB1 as counter-screen; AID 1325; 190,000 tested, 0.1% active; inhibition, % at 6.6 µM; Q9UNQ0; IgMXP3 cells, JC-1 efflux, flow cytometry;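 active = inhibition above 80%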;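 also: 0% = DMSO and 100% = nicardipine control wells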
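Test system: IgMXP3 cells (ABCG2) mixed with DDAO far-red-labelled CCRF-Adr cells (ABCB1). Reagent: JC-1 transporter substrate. Compound dosing: single test compound dose, 6.6 µM final. Times: 10 min compound exposure, 25 °C. Detection: flow cytometry of retained JC-1 fluorescence. Read-out basis: efflux inhibition in percent versus controls. Controls: nicardipine and DMSO wells.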
Bfl-1 Bim block: disrupts Bim binding to human Bfl-1; Q16548; Bead-based flow cytometry, Bim-Bfl-1 binding inhibition; inhibition, % at 10 µM; 190,000 tested, 0.12% active;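 also: 0% = wells without compound plus tracer and 100% = blocker peptide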
Bcl-W Bim block: disrupts Bim peptide binding to human Bcl-W; inhibition, % at 10 µM; Q92843; AID 952; bead-based flow cytometry; 190,000 tested, 0.02% active;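 also: 0% = bound tracer without compound and 100% = peptide blocker; higher means less fluorescent Bim peptide bound to Bcl-W beads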
RGS4-Gao reg: modulates binding of RGS4 to human Galphao; P09471; Multiplexed bead flow cytometry; actives lie on both sides; binding response (% of control), % at 10 µM; 220,000 tested, 0.33% active; AID 1415; in the data active = binding response below about 49% or above about 150%; inactive = in between;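 also: fluorescent Galphao activated with aluminum fluoride binding bead-coupled RGS4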
An asterisk follows results filed as active; ? = inconclusive. Rule as the data show it, unless noted: active = inhibition above about 40%. No enrichment for hits; 1.1% or so of the library scored in one or more.

| nr | mol | Bcl-2 Bim block | ABCB1 block | Bcl-XL Bim block | Bim-Bcl-B | RGS8-Gao | RGS7-Gao reg |
| --- | --- | --- | --- | --- | --- | --- | --- |
| 1 | Cc1ccc(C)c(N2CCN(C(=S)Nc3ccc4nc(N5CCN(C)CC5)cc(C)c4c3)CC2)c1 | -2 | 0.2 | -3 | -6 | 104 | 100 |
| 2 | CCC(=O)Nc1ccc(-c2nc(-c3ccccc3)n(CC(=O)N3CCCCC3)n2)cc1 | -5 | 0.2 | -2 | -9 | 99 | 102 |
| 3 | Cc1ccn2c(-c3csc(NCc4ccccc4)n3)c(C)nc2c1 | 18 | 0.6 | -4 | -11 | 102 | 106 |
| 4 | Nn1c(COc2cccc(Br)c2)nnc1SCC(=O)N1CCc2ccccc2C1 | -6 | -0.1 | -5 | -10 | 99 | 100 |
| 5 | Cc1csc(NC(=O)c2cc(=O)[nH]c3ccc(S(=O)(=O)N4CCOCC4)cc23)n1 | 2 | 0.1 | 7 | 3 | 100 | 97 |
| 6 | CCN(CC)S(=O)(=O)c1cccc2cc(C(=O)O)c(O)cc12 | -5 | 0.0 | 0 | -9 | 99 | 101 |
| 7 | CN(C)c1ccc(C2CC(c3ccccc3)=Nc3nc(-c4ccccc4)cn32)cc1 (stereo not given) | 0 | 0.0 | -8 | -4 | 101 | 99 |
| 8 | c1coc(-c2nnc3sc(C4CCCCC4)nn23)c1 | 0 | 0.4 | -1 | -6 | 85 | 94 |
| 9 | CC[n+]1ccc2cc(OC)c(OC)cc2c1Cc1ccc(OC)c(OC)c1 | 1 | 0.2 | 0 | -8 | 92 | 98 |
| 10 | Cc1nn(-c2ccccc2)c(C)c1/C=C/C(=O)OC(C)C(N)=O (stereo not given) | 1 | -0.4 | -5 | -2 | 106 | 102 |

| nr | GSH fluor | ABCG2 block | Bfl-1 Bim block | Bcl-W Bim block | RGS4-Gao reg |
| --- | --- | --- | --- | --- | --- |
| 1 | 14 | 3 | 17 | -2 | 102 |
| 2 | 35 | 1 | -12 | 0 | 101 |
| 3 | 13 | 1 | 11 | -2 | 103 |
| 4 | 15 | 0 | -7 | 0 | 103 |
| 5 | 5 | 0 | -2 | 3 | 102 |
| 6 | 57 | 0 | -11 | 2 | 104 |
| 7 | 10 | -2 | 2 | -4 | 101 |
| 8 | 17 | 4 | 0 | -1 | 90 |
| 9 | 17 | 1 | -2 | 0 | 102 |
| 10 | 8 | 13 | 1 | -3 | 101 |

Overlap with the part before: 5 entries, then new ones.
| nr | mol | Bcl-2 Bim block | ABCB1 block | Bcl-XL Bim block | Bim-Bcl-B | RGS8-Gao | RGS7-Gao reg |
| --- | --- | --- | --- | --- | --- | --- | --- |
| 6 | CCN(CC)S(=O)(=O)c1cccc2cc(C(=O)O)c(O)cc12 | -5 | 0.0 | 0 | -9 | 99 | 101 |
| 7 | CN(C)c1ccc(C2CC(c3ccccc3)=Nc3nc(-c4ccccc4)cn32)cc1 (stereo not given) | 0 | 0.0 | -8 | -4 | 101 | 99 |
| 8 | c1coc(-c2nnc3sc(C4CCCCC4)nn23)c1 | 0 | 0.4 | -1 | -6 | 85 | 94 |
| 9 | CC[n+]1ccc2cc(OC)c(OC)cc2c1Cc1ccc(OC)c(OC)c1 | 1 | 0.2 | 0 | -8 | 92 | 98 |
| 10 | Cc1nn(-c2ccccc2)c(C)c1/C=C/C(=O)OC(C)C(N)=O (stereo not given) | 1 | -0.4 | -5 | -2 | 106 | 102 |
| 11 | O=C(NNC(=O)NC1CCCCC1)NC1CCCCC1 | 4 | 0.2 | 0 | 1 | 95 | ? |
| 12 | CON(c1nc(Cl)nc(N(C)C)n1)S(=O)(=O)c1ccccc1Cl | -1 | 0.4 | 2 | 6 | 117 | 105 |
| 13 | Cc1cccc(C)c1NC(=O)C1CCCN1C(=O)OC(C)(C)C (stereo not given) | 0 | -0.1 | -3 | -5 | 105 | 99 |
| 14 | Cn1cccc1C(=O)OCC(=O)Nc1ccc2c(c1)OCO2 | 17 | 0.7 | 5 | 0 | 101 | 95 |
| 15 | Cc1ccc(/C=C2\SC(=S)N(c3cccnc3)C2=O)cc1 | -3 | -0.7 | -5 | -5 | 95 | 93 |
| 16 | Cc1ccccc1NC(=O)CCC(=O)OCC(=O)c1cccc([N+](=O)[O-])c1 | -1 | -0.1 | -6 | -3 | 104 | 103 |
| 17 | COc1ccc(OCc2cnc(Cl)s2)cc1 | -14 | 1.3 | 11 | 7 | 104 | 96 |
| 18 | COc1cc(/C=C(/C#N)C(=O)Nc2ccc(C)cc2)ccc1Oc1nc(Cl)ncc1F | -2 | 0.4 | -7 | -6 | 101 | 101 |
| 19 | O=[N+]([O-])c1ccccc1/C=N/N1CCN(c2ccncc2S(=O)(=O)N2CCCCC2)CC1 | -5 | 5.4 | -7 | -5 | 102 | 100 |
| 20 | COc1ccc(C(=O)N2CCN(c3ccccn3)CC2)cc1[N+](=O)[O-] | 2 | 0.2 | -5 | -7 | 99 | 99 |
| 21 | Cc1cc(C)nc(/N=C(\N)Nc2ccc(C)c([N+](=O)[O-])c2)n1 | -9 | -0.1 | 1 | -5 | 105 | 106 |

| nr | GSH fluor | ABCG2 block | Bfl-1 Bim block | Bcl-W Bim block | RGS4-Gao reg |
| --- | --- | --- | --- | --- | --- |
| 6 | 57 | 0 | -11 | 2 | 104 |
| 7 | 10 | -2 | 2 | -4 | 101 |
| 8 | 17 | 4 | 0 | -1 | 90 |
| 9 | 17 | 1 | -2 | 0 | 102 |
| 10 | 8 | 13 | 1 | -3 | 101 |
| 11 | 19 | 9 | -2 | 0 | 90 |
| 12 | 59 | 1 | 6 | 3 | 103 |
| 13 | 14 | 0 | -3 | 0 | 104 |
| 14 | 14 | 2 | 11 | 4 | 94 |
| 15 | 11 | -2 | -9 | -3 | 92 |
| 16 | 25 | 0 | -4 | -2 | 102 |
| 17 | 17 | 14 | -4 | 20 | 101 |
| 18 | 11 | -1 | -9 | -3 | 103 |
| 19 | 12 | 24 | -6 | -7 | 99 |
| 20 | 23 | 6 | -5 | -1 | 98 |
| 21 | 35 | 1 | -15 | 1 | 105 |
